Screens (PubChem)
BioA inh: inhibitors of Mycobacterium tuberculosis BioA enzyme. purified M. tuberculosis BioA enzyme, plate reader. inhibition, % at 9.99 µM. hit rate 0.096% among 360,000. AID 602481; in the data active = inhibition above about 40%
CCHFV vOTU inh: blocks the CCHF virus ovarian tumor domain protease. CCHFV vOTU protease, Pep-AMC fluorescence. inhibition, % at 11.5 µM. hit rate 0.55% among 370,000; note: 0% = vehicle wells with enzyme and 100% = no enzyme wells
BoNT F protease: BoNT F light chain protease inhibition. Multiplex microsphere protease cleavage assay, flow cytometry. AID 588497. inhibition, % at 10 µM. hit rate 0.22% among 360,000; in the data active = inhibition above about 35%, passing the limit was not always enough; note: plate controls were buffer without enzyme for full effect and enzyme alone for no effect
BoNT A protease: blocks Botulinum neurotoxin A light chain protease | multiplex microsphere protease substrate cleavage, flow cytometry | inhibition, % at 10 µM | hit rate 0.17% among 360,000 | AID 588499; in the data active = inhibition above about 30%; note: plate controls were buffer without enzyme for full effect and enzyme alone for no effect
PrPC surface inh: cell surface PrPC inhibition, primary TR-FRET screen; P04156; TR-FRET read-out; inhibition, % at 13.8 µM; hit rate 0.43% among 370,000; AID 720596; in the data active = inhibition above about 24%; note: 0% = median of the test wells and 100% = reference compound wells
UGM FP inh: blocks M. tuberculosis UGM enzyme | P9WIQ1 | purified UGM, fluorescence polarization probe displacement | inhibition, % at 10 µM | hit rate 0.06% among 320,000 | AID 504406; in the data active = inhibition above about 10%, passing the limit was not always enough
Target sequence (P9WIQ1 whole entry, looked up): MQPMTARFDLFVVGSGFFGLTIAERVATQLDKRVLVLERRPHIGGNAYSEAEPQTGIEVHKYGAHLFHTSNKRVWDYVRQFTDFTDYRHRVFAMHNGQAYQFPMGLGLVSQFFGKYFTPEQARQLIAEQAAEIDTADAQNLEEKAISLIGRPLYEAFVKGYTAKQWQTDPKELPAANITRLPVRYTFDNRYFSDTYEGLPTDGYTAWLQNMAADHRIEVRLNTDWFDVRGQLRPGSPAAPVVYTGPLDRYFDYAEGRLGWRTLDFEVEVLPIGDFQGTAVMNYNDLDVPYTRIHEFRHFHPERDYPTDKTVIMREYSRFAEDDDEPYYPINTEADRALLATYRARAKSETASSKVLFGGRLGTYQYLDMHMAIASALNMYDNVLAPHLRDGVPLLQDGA
Mtb FBA inh: inhibitors of M. tuberculosis fructose-bisphosphate aldolase | P9WQA3 | purified M. tuberculosis FBA, fluorescence read-out | inhibition, % at 1 µM | hit rate 2.3% among 360,000 | AID 588726; in the data active = inhibition above about 27%;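 note: 0% = vehicle and 100% = reference inhibitor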
Target sequence (P9WQA3 whole entry, looked up): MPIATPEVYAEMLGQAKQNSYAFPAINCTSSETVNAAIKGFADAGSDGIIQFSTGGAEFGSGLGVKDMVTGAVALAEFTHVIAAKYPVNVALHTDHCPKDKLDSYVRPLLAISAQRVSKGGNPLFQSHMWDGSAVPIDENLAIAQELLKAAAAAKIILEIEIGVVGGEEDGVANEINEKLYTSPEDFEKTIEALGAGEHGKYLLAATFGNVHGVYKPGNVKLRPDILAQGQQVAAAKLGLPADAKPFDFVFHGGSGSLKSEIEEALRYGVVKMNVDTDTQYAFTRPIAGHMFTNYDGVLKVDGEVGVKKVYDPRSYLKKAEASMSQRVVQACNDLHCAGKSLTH
FadD28 binding: inhibitors of Mycobacterium tuberculosis FadD28 bisubstrate binding. FadD28 bisubstrate probe binding, fluorescence polarization. hit rate 0.22% among 360,000. inhibition, % at 12.5 µM; in the data active = inhibition above about 8.5%, passing the limit was not always enough
GDH-TPI counter: counter-screen for M. tuberculosis FBA inhibitors: GDH-TPI coupled enzymes; AID 588335; inhibition, % at 4.8 µM; hit rate 1.2% among 360,000; GDH-TPI coupled enzyme counterscreen, NADH absorbance;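 note: 0% = DMSO wells and 100% = wells lacking the enzyme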
* hit, by the source's call. Cut-off read from the data, not from the text of the source, unless noted: active = inhibition above about 30%; inactive = the rest.

Screening O=S(=O)(N1CCCCC1)n1c(Cc2ccccc2)nc2ccccc21 returned BioA inh -1.9, CCHFV vOTU inh -8, BoNT F protease 1, BoNT A protease -0.5, PrPC surface inh 2, UGM FP inh 1.4, Mtb FBA inh -3, FadD28 binding -5.6 and GDH-TPI counter 8.
For Cc1ccc(S(=O)(=O)NN2C(=O)/C(=C/c3cccnc3)SC2=S)cc1 the results were BioA inh -1.4, CCHFV vOTU inh -4, BoNT F protease -3, BoNT A protease 0.2, PrPC surface inh -1, UGM FP inh 4.1, Mtb FBA inh -3, FadD28 binding 1.7 and GDH-TPI counter 15.
Screening COc1ccc(-c2cc(C(=O)Nc3ccc4c(c3)OCO4)no2)cc1OC returned BioA inh -2.4, CCHFV vOTU inh 11, BoNT F protease -28, BoNT A protease -4.6, PrPC surface inh 8, UGM FP inh -0.4, Mtb FBA inh -1, FadD28 binding -1.4 and GDH-TPI counter -3.
`COc1cc(Br)c(S(=O)(=O)Nc2c(C)n(C)n(-c3ccccc3)c2=O)cc1OC` gave BioA inh 0.5, CCHFV vOTU inh -8, BoNT F protease -4, BoNT A protease -1.3, PrPC surface inh 0, UGM FP inh -1.6, Mtb FBA inh -4, FadD28 binding -2.3 and GDH-TPI counter -4.
`Cc1cccc(NC2=NC(=S)N(c3cccc(C(=O)O)c3)C23CCCCC3)c1` gave CCHFV vOTU inh 0, BoNT F protease -2, BoNT A protease -0.3, PrPC surface inh -1, UGM FP inh -0.2, Mtb FBA inh 5, FadD28 binding -1.7 and GDH-TPI counter -1.
For O=C(CSc1nc(=O)n(CCCN2CCOCC2)c2c1CCC2)Nc1ccccc1F the results were BioA inh 0.8, CCHFV vOTU inh 12, BoNT F protease 13, BoNT A protease 4.4, PrPC surface inh -8, UGM FP inh -0.4, Mtb FBA inh 1, FadD28 binding -2.6 and GDH-TPI counter 3.
`Cc1cc(OCC(=O)N(C)Cc2ccccc2)ccc1Br` gave BioA inh 0.6, CCHFV vOTU inh 11, BoNT F protease -5, BoNT A protease -2.4, PrPC surface inh -7, UGM FP inh -0.7, Mtb FBA inh 0, FadD28 binding -4.1 and GDH-TPI counter -9.
For Cc1nc2ccccc2cc1O the results were CCHFV vOTU inh -92, BoNT F protease -1, BoNT A protease 0.2, PrPC surface inh 0, UGM FP inh -1.4, Mtb FBA inh 116*, FadD28 binding -4.7 and GDH-TPI counter 2.
CC(C)NC(=S)N/N=C/C1=CCC2CC1C2(C)C (stereo not drawn) was read as CCHFV vOTU inh 25, BoNT F protease -7, BoNT A protease 0.2, PrPC surface inh 0, UGM FP inh 0.2, Mtb FBA inh -2, FadD28 binding -4.2 and GDH-TPI counter 4.
For Cc1cc(=O)oc2cc3c(cc12)CCCN3 the results were BioA inh -1.5, CCHFV vOTU inh -363, BoNT F protease 1, BoNT A protease 0.3, PrPC surface inh -1, UGM FP inh -2.1, Mtb FBA inh active, FadD28 binding 0.9 and GDH-TPI counter 17.
`CCNC(=S)Nc1ccc(Oc2ccccc2)cc1` gave BioA inh 0.6, CCHFV vOTU inh -7, BoNT F protease -16, BoNT A protease -0.4, PrPC surface inh 3, UGM FP inh 0.4, Mtb FBA inh 0, FadD28 binding -4.2 and GDH-TPI counter 15.
Screening CC[C@H](C)[C@H](NS(=O)(=O)c1ccc(C)cc1)C(=O)N1CCC(C(=O)N[C@@H](C)C(=O)O)CC1 returned BioA inh 0.1, CCHFV vOTU inh -1, BoNT F protease -4, BoNT A protease 1.2, PrPC surface inh -1, UGM FP inh 0.8, Mtb FBA inh -1, FadD28 binding -1.6 and GDH-TPI counter 10.
`N#CC1=C2SCN(c3ccccc3)CN2C(=O)CC1c1ccccc1Cl` (stereo not drawn) gave BioA inh -2.3, CCHFV vOTU inh 0, BoNT F protease 0, BoNT A protease 1.1, PrPC surface inh 1, UGM FP inh -0.4, Mtb FBA inh -2, FadD28 binding -2.0 and GDH-TPI counter 10.
O=C(O)c1cccc2c1C(=O)c1ccc(-c3ccc(Cl)c(C(F)(F)F)c3)cc1S2(=O)=O was read as BioA inh 2.6, BoNT F protease 0, BoNT A protease -0.8, UGM FP inh -5.0, Mtb FBA inh 8, FadD28 binding 2.1 and GDH-TPI counter 13.
`COc1ccccc1OCCOCCOc1ccc(C)cc1[N+](=O)[O-]` gave BioA inh -0.8, CCHFV vOTU inh 7, BoNT F protease 1, BoNT A protease -0.4, PrPC surface inh -4, UGM FP inh 3.9, Mtb FBA inh -5, FadD28 binding -1.0 and GDH-TPI counter 9.
For COc1ccc(N2CCN(C(=O)c3ccc(Cl)c(S(=O)(=O)N4CCOCC4)c3)CC2)cc1 the results were BioA inh 1.3, CCHFV vOTU inh 12, BoNT F protease -4, BoNT A protease -0.7, PrPC surface inh -5, Mtb FBA inh 0, FadD28 binding -3.3 and GDH-TPI counter 1.
`CSc1ccccc1NC(=O)C1(C)CCN1C(=O)Cc1ccc(-c2ccccc2)cc1` (stereo not drawn) gave BioA inh -1.0, CCHFV vOTU inh -5, BoNT F protease 0, BoNT A protease 0.3, PrPC surface inh 1, Mtb FBA inh 3, FadD28 binding -2.3 and GDH-TPI counter 8.
`COc1ccc(NC(=O)Nc2ccc3oc(C)nc3c2)cc1` gave CCHFV vOTU inh -1, BoNT F protease -1, BoNT A protease 0.5, PrPC surface inh 4, UGM FP inh 0.0, Mtb FBA inh 3, FadD28 binding -0.7 and GDH-TPI counter -1.
For O=S(=O)(NCCc1csc(-c2cccnc2)n1)c1ccc(Cl)s1 the results were BioA inh 4.9, CCHFV vOTU inh 3, BoNT F protease -19, BoNT A protease 2.9, PrPC surface inh 0, UGM FP inh -2.6, Mtb FBA inh -3, FadD28 binding -7.2 and GDH-TPI counter 4.
CCOC(=O)C1=C(COC(=O)/C=C/c2cccc(Br)c2)NC(=O)NC1C (stereo not drawn) was read as BioA inh -0.8, CCHFV vOTU inh -3, BoNT F protease -6, BoNT A protease -0.8, PrPC surface inh 4, UGM FP inh 0.4, Mtb FBA inh -3, FadD28 binding 0.6 and GDH-TPI counter -4.
For CC(=O)Nc1cccc(-c2ccnc3c2CC(C(=O)Nc2ccc4c(c2)OCO4)O3)c1 (stereo not drawn) the results were BioA inh 0.1, CCHFV vOTU inh 5, BoNT F protease 2, BoNT A protease 0.1, PrPC surface inh 3, Mtb FBA inh -4, FadD28 binding -5.3 and GDH-TPI counter 4.
For CCCOc1ccc(-c2nnn(CC(=O)c3ccc4c(c3)OCCO4)n2)cc1 the results were BioA inh -0.6, CCHFV vOTU inh 5, BoNT F protease -10, BoNT A protease -1.2, PrPC surface inh -2, UGM FP inh 0.3, Mtb FBA inh 7, FadD28 binding -0.3 and GDH-TPI counter 7.
CCn1c(SCC(=O)Nc2cc(OC)ccc2OC)nc2c(c1=O)SCC2 was read as BioA inh 18, CCHFV vOTU inh -6, BoNT F protease -8, BoNT A protease 0.0, PrPC surface inh 7, UGM FP inh 1.0, Mtb FBA inh -6, FadD28 binding -3.8 and GDH-TPI counter 6.
Screening Cc1cccc2c1N(CCOc1ccccc1)C(=O)C2=O returned CCHFV vOTU inh 0, BoNT F protease 0, BoNT A protease -0.5, PrPC surface inh -5, UGM FP inh -2.0, Mtb FBA inh -5, FadD28 binding -4.4 and GDH-TPI counter 12.
`O=[N+]([O-])c1ccc(-c2cn(-c3ccccc3F)c(=S)[nH]2)cc1` gave CCHFV vOTU inh 2, BoNT F protease 1, BoNT A protease 0.6, PrPC surface inh -3, UGM FP inh -2.4, Mtb FBA inh -5, FadD28 binding -1.4 and GDH-TPI counter 15.
For COCCn1c(SCC(=O)Nc2cc(C)on2)nc2cc(Cl)ccc2c1=O the results were BioA inh -2.2, CCHFV vOTU inh 2, BoNT F protease 3, BoNT A protease 0.2, PrPC surface inh 2, UGM FP inh -1.6, Mtb FBA inh -2, FadD28 binding -3.8 and GDH-TPI counter -1.
Screening O=C(N/N=C/c1ccc(-c2ccccc2[N+](=O)[O-])o1)c1cncc(Br)c1 returned CCHFV vOTU inh 7, BoNT F protease -3, BoNT A protease 0.2, PrPC surface inh -6, UGM FP inh 0.9, Mtb FBA inh 0, FadD28 binding -2.9 and GDH-TPI counter 29.
`Cc1ccc(SC[C@H](c2ccccc2)N2CCN(CC(C)C)CCC2=O)cc1` gave BioA inh 1.3, CCHFV vOTU inh 1, BoNT F protease -7, BoNT A protease 0.5, PrPC surface inh -5, Mtb FBA inh 2 and GDH-TPI counter -2.
For CCOc1ccc(C(CC(=O)O)NC(=O)Cc2ccccc2)cc1OC (stereo not drawn) the results were BioA inh -1.6, CCHFV vOTU inh -5, BoNT F protease 8, BoNT A protease 0.3, PrPC surface inh -5, UGM FP inh 2.5, Mtb FBA inh 3, FadD28 binding -1.2 and GDH-TPI counter -2.
For CSCCC(NC(=O)c1ccc([N+](=O)[O-])cc1Cl)C(=O)OCC(=O)NCCCc1ccccc1 (stereo not drawn) the results were BioA inh -1.7, CCHFV vOTU inh -5, BoNT F protease -6, BoNT A protease -0.6, PrPC surface inh -17, UGM FP inh 0.7, Mtb FBA inh 1, FadD28 binding -1.4 and GDH-TPI counter 7.
`CC1CC(C)CN(C(=O)CSc2nnc(N)s2)C1` (stereo not drawn) gave BioA inh -0.8, CCHFV vOTU inh -3, BoNT F protease 0, BoNT A protease -1.2, PrPC surface inh -3, UGM FP inh 2.0, Mtb FBA inh -1, FadD28 binding -0.5 and GDH-TPI counter 5.
COCCNC(=O)CN(c1cccc(OC)c1)S(=O)(=O)c1ccc(C)cc1 was read as BioA inh -1.0, CCHFV vOTU inh -6, BoNT F protease -10, BoNT A protease -0.8, PrPC surface inh 2, UGM FP inh 1.2, Mtb FBA inh -1, FadD28 binding -0.2 and GDH-TPI counter 6.
`COc1ccc(-c2sc3ccc(OC)cc3c2-c2ccc(O)cc2)cc1` gave BioA inh 0.6, CCHFV vOTU inh 10, BoNT F protease -2, BoNT A protease 0.4, PrPC surface inh 2, UGM FP inh -1.1, Mtb FBA inh 5, FadD28 binding -1.6 and GDH-TPI counter 25.
For O=C1CN(CC(=O)Nc2cccc(Cl)c2Cl)c2ccccc2N1 the results were CCHFV vOTU inh 5, BoNT F protease -1, BoNT A protease -0.9, PrPC surface inh -7, UGM FP inh -0.6, Mtb FBA inh 6, FadD28 binding -0.4 and GDH-TPI counter 9.
COc1ccc(OC)c(S(=O)(=O)N(C)CC(=O)N2CCN(c3cccc(Cl)c3)CC2)c1 was read as BioA inh 2.9, CCHFV vOTU inh 8, BoNT F protease 11, BoNT A protease 1.7, PrPC surface inh -2, UGM FP inh -3.5, Mtb FBA inh -1, FadD28 binding -4.0 and GDH-TPI counter -4.
Screening C=CCn1c(C)cc(C(=O)CN2C(=O)c3ccccc3S2(=O)=O)c1C returned BioA inh -0.5, UGM FP inh -0.2, Mtb FBA inh 6, FadD28 binding -2.7 and GDH-TPI counter 8.
`CCC(C)NC(=O)CSc1nc2c(sc(=S)n2-c2cc(Cl)ccc2OC)c(=O)[nH]1` (stereo not drawn) gave BioA inh 0.3, CCHFV vOTU inh 10, BoNT F protease -1, BoNT A protease -0.8, PrPC surface inh 0, UGM FP inh 2.6, Mtb FBA inh 0, FadD28 binding -13 and GDH-TPI counter 11.

Ordered by molecular weight (lowest first): some entries from above.
`Cc1ccc(SC[C@H](c2ccccc2)N2CCN(CC(C)C)CCC2=O)cc1` gave BioA inh 1.3, CCHFV vOTU inh 1, BoNT F protease -7, BoNT A protease 0.5, PrPC surface inh -5, Mtb FBA inh 2 and GDH-TPI counter -2.
`CCC(C)NC(=O)CSc1nc2c(sc(=S)n2-c2cc(Cl)ccc2OC)c(=O)[nH]1` (stereo not drawn) gave BioA inh 0.3, CCHFV vOTU inh 10, BoNT F protease -1, BoNT A protease -0.8, PrPC surface inh 0, UGM FP inh 2.6, Mtb FBA inh 0, FadD28 binding -13 and GDH-TPI counter 11.
For CSCCC(NC(=O)c1ccc([N+](=O)[O-])cc1Cl)C(=O)OCC(=O)NCCCc1ccccc1 (stereo not drawn) the results were BioA inh -1.7, CCHFV vOTU inh -5, BoNT F protease -6, BoNT A protease -0.6, PrPC surface inh -17, UGM FP inh 0.7, Mtb FBA inh 1, FadD28 binding -1.4 and GDH-TPI counter 7.
